Source: PubChem BioAssay (National Center for Advancing Translational Sciences (NCATS))
TSG101-PTAP inh: blocks PTAP/TSG101 interaction to inhibit HIV-1 budding. Q99816. 340,000 tested, under 10 active. AID 493005. Fluorescence polarization, FITC-PTAP peptide / Tsg101 binding. Potency, µM (top dose mostly 115 µM), for the others: top-dose activity change, negative = inhibition, hits mostly inhibitors; active = well fitted inhibition curve with a large enough effect in the main read-out, with a control signal flat, not every such curve was filed as active; inconclusive = small, poorly fitted or top-dose-only effect, or effect the other way, or a change in a side signal; inactive = no such curve, though single readings can be large or run the other way; also: potency is read from the fitted curve at half-maximal effect; % of control where 0% means no effect
Target sequence (Q99816 whole entry, looked up): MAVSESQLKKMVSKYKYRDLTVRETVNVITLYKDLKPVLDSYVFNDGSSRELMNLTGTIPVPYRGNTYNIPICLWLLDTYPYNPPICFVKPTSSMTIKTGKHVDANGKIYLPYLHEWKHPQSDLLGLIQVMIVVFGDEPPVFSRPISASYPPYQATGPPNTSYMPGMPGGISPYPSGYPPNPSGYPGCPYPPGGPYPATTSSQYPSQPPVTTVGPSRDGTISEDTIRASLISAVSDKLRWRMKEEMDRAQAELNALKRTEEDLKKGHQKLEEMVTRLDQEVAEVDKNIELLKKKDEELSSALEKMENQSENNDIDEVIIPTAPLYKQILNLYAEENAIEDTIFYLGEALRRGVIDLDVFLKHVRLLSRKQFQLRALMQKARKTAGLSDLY
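Steps: Tsg101 binding domain dispensed (10 uM final), compounds pinned in DMSO, FITC-labeled PTAP-motif peptide added (50 nM final); after 20 min binding at room temperature, polarization measured.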
S-ASM inh: blocks human secretory acid sphingomyelinase | P17405 | placental ASM, HMU-PC fluorogenic substrate, 60 min | Potency, µM (highest dose often 57.5 µM), for inactives: at the top dose activity change, negative = inhibition, hits mostly inhibitors | 340,000 compounds, 0.006% hits | AID 504937; also: potency is read from the fitted curve at half-maximal effect
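Fluorescence read-out (Ex 386 nm, Em 447 nm) after stopping the reaction at pH 10. Enzyme: ASM from human placenta; substrate HMU-PC0, 9 uM final; 60 min, 37 °C. Compound preincubation 10 min, ambient temperature.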
Mito fusion yeast: blocks mitochondrial division or promotes mitochondrial fusion; S. cerevisiae fusion-defective mutant growth rescue, CellTiterGlo 48 h; Potency, µM (top dose mostly 46.1 µM), inactives show at the top dose growth rescue (activation), hits mostly activators; 320,000 compounds, 0.23% hits; AID 485298;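 also: potency is read from the fitted curve at half-maximal effect; % of control where 0% means no effect; nearly all actives have a fitted effect of over 45% in size; temperature-sensitive fusion mutants such as fzo1-1 at 37 °C on non-fermentable ethanol glycerol medium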
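S. cerevisiae fusion-defective temperature-sensitive mutants (e.g. fzo1-1, mgm1-5) grown 48 h at 37C in YPEG (ethanol/glycerol non-fermentable) medium with 23 nl compound per well; growth rescue read as CellTiterGlo luminescence.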
Eya2 inh: inhibitors of human Eya2 phosphatase activity; recombinant Eya2, OMFP fluorescence dephosphorylation (OMFP is methylfluorescein phosphate); AID 488837; O00167; 330,000 compounds, 0.006% hits; Potency, µM (highest dose often 76.9 µM), for the others: top-dose activity, negative = inhibition, hits mostly inhibitors; also: potency is read from the fitted curve at half-maximal effect; % is scaled to controls: 0 for no effect and ±100 for the full control effect
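Eya2 (0.2 uM) preincubated 10 min at ambient with compound, then OMFP substrate added at 50 uM; 10 min reaction in 50 mM HEPES pH 7.5, 50 mM NaCl, 5 uM MgCl2, 0.05% BSA, 1 mM DTT. Fluorescence read at Ex 485/Em 525 nm.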
a7 integrin act: activates integrin-mediated alleviation for muscular dystrophy | AID 624291 | Potency, µM (series often up to 38.3 µM), for the others: at the highest dose activation, actives largely listed as activators | 350,000 compounds, 0.064% hits | alpha7betagal myoblasts, beta-gal FDG fluorescence, 48 h;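 also: potency is read from the fitted curve at half-maximal effect; 100% = response of the positive control SU9516; nearly all actives have a fitted effect of over 60% in size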
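Alpha7betagal+/- myoblasts (passage 13) were plated 16-24 hr, then exposed to compounds (1:260 dilution of DMSO stock) for 48 hours at 37C. After MPER lysis, β-galactosidase reporter activity was read as FDG fluorescence (ex 480/em 540) after 30 minutes.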
A-T KAP1 phos: potential ataxia-telangiectasia treatments restoring KAP-1 phosphorylation; […] A-T fibroblasts, KAP-1 phosphorylation AlphaLISA; neocarzinostatin DNA damage 30 min before lysis; Potency, µM (titrated, usually from 57.5 µM), without a hit: at the top dose activation, usual class: activators; 320,000 compounds, 0.19% hits; also: potency is read from the fitted curve at half-maximal effect; % of control where 0% means no effect; nearly all actives have a fitted effect of over 45% in size
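ATM-like activity read as KAP-1 phosphorylation via AlphaLISA donor/acceptor antibody pairs after lysis and 6 hr at 25C. Cells were ATM-null patient fibroblasts ([…], hTERT), dosed 60 min, then exposed to the DSB inducer NCS for 30 min.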
ELG1 DNA repair: ELG1-dependent DNA repair inhibition; 330,000 compounds, 2.3% hits; AID 504467; HEK293T ELG1-luciferase reporter, luminescence, 16 h; DNA damage induced by 5-fluorouridine; Potency, µM (titrated, usually from 46.1 µM), for the others: top-dose activity change, negative = inhibition, most hits filed as inhibitors; also: potency is read from the fitted curve at half-maximal effect; % is scaled to controls: 0 for no effect and ±100 for the full control effect; nearly all actives have a fitted effect of over 55% in size
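DMSO vehicle served as the neutral condition. Each well held 2,000 cells given 5-fluorouridine plus compound; after 16 hr at 37 °C/5% CO2, ONE-Glo was added and luciferase measured 30 min later.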
Chronic BCR inh: chronic active BCR signaling inhibition | ABC-DLBCL IkBa-CBG/CBR reporter, luminescence ratio, 4 h | 340,000 compounds, 0.05% hits | Potency, µM (top dose mostly 46.1 µM), for the others: at the highest dose ratio change, negative = lower green/red ratio, usual class: inhibitors; active = well fitted inhibition curve with a large enough effect in the signal ratio, with a control signal flat, not every such curve was filed as active; inconclusive = small, poorly fitted or top-dose-only effect, or effect the other way, or a change in a side signal; the % refers to the signal ratio;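 also: potency is read from the fitted curve at half-maximal effect; plate controls were basal doxycycline-induced cells for no effect and cells given 10 µM MG132 for full effect; MG132 reads +100%, hits lower the ratio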
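Concentration-response series (up to 46 uM) were applied to TMD8 dual-reporter cells for 4 h at 37C with doxycycline. Green/red ratio, after filter-overlap correction, defined %Activity; red signal alone was normalised to basal cells and zero luminescence.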
TSHR antagonist: antagonists of human thyroid stimulating hormone receptor. activity change, negative = inhibition, % at 11.5 µM. P16473. TSHR-expressing cells, TSH-stimulated cAMP HTRF, 2 h; active compounds read low. 330,000 compounds, 0.2% hits;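 active = activity change below a set negative limit, meaning inhibition stronger than a set level, cut at about -70% in these data; inconclusive = activity change between two set negative limits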; also: % is scaled to controls: 0 for no effect and ±100 for the full control effect
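Read-out is FRET at 665 nm (cryptate excitation 337 nm) from a cryptate-tagged anti-cAMP antibody, competed by cell cAMP against cAMP-d2. Compounds are tested on freshly harvested TSHR cells challenged with 4nM TSH (EC80) for 2 hours at 37 deg C.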
Tb PFK inh: inhibitors of T. brucei phosphofructokinase; O15648; AID 485367; 330,000 compounds, 0.17% hits; Potency, µM (titrated, usually from 57.5 µM), for the others: at the top dose activity, negative = inhibition, hits mostly inhibitors; T. brucei PFK, ADP-Glo luminescence;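 also: potency is read from the fitted curve at half-maximal effect; 0% = uninhibited 1x PFK enzyme wells and -100% = no-enzyme wells; nearly all actives have a fitted effect of over 60% in size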
Target sequence (O15648 whole entry, looked up): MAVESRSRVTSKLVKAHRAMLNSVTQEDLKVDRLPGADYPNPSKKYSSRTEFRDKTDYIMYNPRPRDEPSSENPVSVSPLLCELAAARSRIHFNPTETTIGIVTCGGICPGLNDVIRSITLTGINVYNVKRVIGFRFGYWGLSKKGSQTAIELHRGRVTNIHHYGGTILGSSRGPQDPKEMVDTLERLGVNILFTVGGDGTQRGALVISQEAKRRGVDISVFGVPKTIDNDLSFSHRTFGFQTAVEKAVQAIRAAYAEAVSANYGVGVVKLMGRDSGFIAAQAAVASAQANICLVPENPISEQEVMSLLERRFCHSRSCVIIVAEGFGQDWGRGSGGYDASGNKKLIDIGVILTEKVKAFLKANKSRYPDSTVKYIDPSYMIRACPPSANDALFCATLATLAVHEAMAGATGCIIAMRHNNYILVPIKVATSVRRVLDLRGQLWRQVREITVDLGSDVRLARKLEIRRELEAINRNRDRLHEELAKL
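Activity is normalized to no-enzyme wells (full inhibition) and 1.25 nM enzyme wells (no inhibition). Reaction: 0.5 mM F6P, 0.1 mM ATP, 45 min RT, ADP-Glo luminescence; concentration-response curves fitted and classed by quality.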
TCR activator: T cell receptor activation; primary human leukocytes, anti-CD3, IL-2 HTRF, 48 h; 330,000 tested, under 10 active; AID 504894; Potency, µM (top dose mostly 9.22 µM), for inactives: at the highest dose activation of IL-2 secretion, usual class: activators; also: % of control where 0% means no effect
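48 hr co-incubation of compounds, a-CD3 beads and primary human leukocytes; IL-2 quantified homogeneously by HTRF with anti-IL-2 K and d2 conjugates.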
* marks the source's active call; other numbers are inactive results; i = inactive; u = inconclusive; x = not tested or not shown; [ ] = another dose, or the depositor's remark. Unless noted, calls follow the shape of the dose curve; as a rule, active = well fitted curve in the direction sought with a large enough effect; inconclusive = small, poorly fitted or top-dose-only effect, or another doubt; inactive = no such curve, though single readings can be large; an effect the other way counts as inactive or inconclusive.

Compound,TSG101-PTAP inh,S-ASM inh,Mito fusion yeast,Eya2 inh,a7 integrin act,A-T KAP1 phos,ELG1 DNA repair,Chronic BCR inh,TSHR antagonist,Tb PFK inh,TCR activator
CCCSc1nc(N2CCCC2)c2c(c1C#N)CC(C)(C)OC2,-1%,-6%,10%,-9%,8%,6%,0%,u,-16,1%,3%
CC(C)CN(C(=O)CCCSc1nc2ccccc2[nH]1)c1c(N)n(Cc2ccccc2)c(=O)[nH]c1=O,-3%,14%,-1%,-26%,-2%,5%,3%,-1%,0,3%,-5%
COc1ccc([N+](=O)[O-])cc1N(CC(=O)NCc1ccco1)S(C)(=O)=O,-3%,1%,1%,12%,2%,4%,4%,-2%,0,1%,-2%
c1ccc(Cn2cc(CNc3ccccc3)nn2)cc1,-2%,6%,4%,16%,-6%,23%,u,u,-1,-9%,3%
Cc1ccc(CN2CCCNC2=O)cc1,-2%,1%,9%,27%,22%,x,u,11%,10,4%,-2%
Nc1c(C(=O)CSc2nnc(-c3ccccc3)o2)c(=O)[nH]c(=O)n1C1CC1,0%,-1%,0%,-2%,-18%,-11%,u,u,1,-7%,-5%
COc1ccccc1N(Cc1cc(=O)[nH]c2ccccc12)C(=O)c1ccccc1,-3%,-1%,6%,-8%,-26%,8%,0%,u,-8,-2%,1%
CCn1cnc2c(cnn2-c2ccccc2)c1=O,-5%,3%,1%,7%,18%,-3%,u,8%,9,5%,-5%
Cc1[nH]c2ccccc2c1/C=N/NS(=O)(=O)c1ccccc1,1%,-6%,4%,2%,-13%,1%,8%,-3%,-1,0%,2%
O=C(CN1CCN(C(C(=O)Nc2ccc(Cl)cc2C(F)(F)F)c2ccccc2)CC1)NC1CC1 (stereo not drawn),-1%,4%,-8%,-13%,20%,3%,u,-8%,1,-6%,2%
COc1cccc(NC(=O)CN(C)C(=O)/C=C/c2cc(OC)ccc2OC)c1,-2%,x,0%,0%,-12%,15%,-8%,-8%,-8,0%,-3%[46.1 µM]
CCc1ccc2c(CN3CCOCC3)cc(=O)oc2c1,-9%,-1%,22%,-5%,-15%,0%,u,-5%,2,-5%,2%
Cc1ccc(C)c(N/N=C2\CCCNC2=O)c1,-1%,-11%,1%,-6%,22%,2%,u,-2%,8,-1%,-29%[46.1 µM]
COc1cccc(SCC2CSc3nc4ccccc4c(=O)n32)c1 (stereo not drawn),-4%,0%,-1%,-2%,15%,-3%,u,-3%,6,9%,3%
Cc1[nH]c(=O)[nH]c(=O)c1S(=O)(=O)N1CCCC(C(=O)N2CCC(Cc3ccccc3)CC2)C1 (stereo not drawn),0%,6%,-2%,12%,-6%,-3%,1%,-11%,-2,-1%,6%
Cc1c2c(n3c(nc4ccccc43)c1C#N)N(c1ccccc1)CC2,x,x,3%,6%,x,9%,-6%,u,19,-5%,-3%[46.1 µM]
O=C(CC1Sc2ccccc2NC1=O)NNC(=O)Nc1ccc(Cl)cc1 (stereo not drawn),-3%,5%,3%,-8%,19%,-1%,8%,4%,3,2%,-20%
COCCN1C=C(C(=O)OC)C(c2ccccc2C(F)(F)F)C(C(=O)OC)=C1,-1%,i,6%,-5%,29%,19%,1%,0%,-16,-7%,-4%
CCCCc1ccc(NC(=O)COc2ccc(C(=O)Nc3ccccc3OC)cc2)cc1,x,x,-7%,-2%,x,0%,u,2%,0,-7%,u
Cc1cccc(NC(=O)CSCC(=O)N(C)CC(=O)Nc2cccc(F)c2)c1,0%,-1%,-2%,-1%,10%,6%,3%,-9%,8,0%,x
COc1ccccc1N(CC(=O)NCc1ccccc1)C(=O)CCC(=O)Nc1nccs1,-4%,-3%,u,-5%,-7%,4%,u,-8%,4,0%,-4%
CCCc1cc(N2CCOCC2)n2ncc(-c3ccccc3)c2n1,-4%,16%,-47%[inhibitor],-16%,14%,10%,u,u,-3,-13%,-9%
CC1CC(C)(C)NC(=S)S1 (stereo not drawn),-4%,-2%,4%,-1%,23%,-4%,5%,-3%,1,-3%,-21%
O=C(c1cc(C2CC2)nn1-c1ccccc1)N1CCN(c2ncc(C(F)(F)F)cc2Cl)CC1,-6%,0%,21%,-18%,-18%,5%,6%,6%,-1,-5%,5%
O=C(CN1CCCCCC1)Nc1ccc(Br)cn1,-3%,7%,-2%,5%,-3%,9%,-12%,u,30,-9%,-3%
CCC(C)NC(=O)/C=C/c1cccs1 (stereo not drawn),2%,14%,-1%,2%,5%,-2%,u,u,9,1%,-2%[46.1 µM]
Cc1cc(NC(=O)Cn2cnc3c(nnn3-c3ccc(C)c(Cl)c3)c2=O)no1,0%,5%,0%,-2%,13%,2%,-1%,1%,-6,-3%,2%
CCc1ccc(-c2cc(C(=O)NN3CCN(C)CC3)c3ccccc3n2)cc1,-5%,2%,-11%,8%,-44%,13%,u,u,8,-10%,1%[46.1 µM]
O=C(Nc1ccc([N+](=O)[O-])cc1)Nc1ccc(OC(F)F)c(Cl)c1,-10%,-17%,-17%,-6%,-44%,3%,u,u,-45,-4%,-3%
COc1ccc(NC(=O)Nc2ccccc2SC)cc1OC,-6%,3%,0%,1%,-11%,-2%,u,x,7,-4%,6%
CCOC(=O)c1ccc(NC(=O)C(=O)NCc2ccccn2)cc1,0%,7%,-3%,5%,-13%,3%,19%,-1%,-11,5%,-4%
Cc1ccc(NC(=O)CCN2CCC(Cc3ccccc3)CC2)cc1,0%,0%,-19%,-3%,-33%,-10%,-21%,-1%,-3,-3%,-4%
O=C(/C=C/c1ccc(O)c(O)c1)O[C@H](Cc1ccc(O)c(O)c1)C(=O)O,x,x,-8%,3%,x,-10%,u,10%,3,17µM*,x
CCCCS/C(=C(/C#N)C(N)=O)c1cc2c([nH]1)CCCC2,-3%,-16%,13µM*,-10%,-63%[inhibitor],-1%,u,u,4,2%,-2%
CC(C)c1ccc2oc(=O)cc(CN3CCN(c4ccccc4)CC3)c2c1,1%,-21%,-7%,-1%,17%,12%,-27%,1%,-16,3%,7%
O=C1NCCC/C1=N/Nc1cc(F)ccc1F,1%,2%,u,-24%,31%,2%,u,-21%,-5,1%,3%
O=C(Cn1cnc2ccccc21)N1CCc2ccccc21,-5%,-7%,-6%,1%,13%,3%,-3%,1%,-4,2%,-3%

Retrieved by structure from the entries so far, four records:
Compound,TSG101-PTAP inh,S-ASM inh,Mito fusion yeast,Eya2 inh,a7 integrin act,A-T KAP1 phos,ELG1 DNA repair,Chronic BCR inh,TSHR antagonist,Tb PFK inh,TCR activator
O=C(Cn1cnc2ccccc21)N1CCc2ccccc21,-5%,-7%,-6%,1%,13%,3%,-3%,1%,-4,2%,-3%
O=C1NCCC/C1=N/Nc1cc(F)ccc1F,1%,2%,u,-24%,31%,2%,u,-21%,-5,1%,3%
Cc1ccc(NC(=O)CCN2CCC(Cc3ccccc3)CC2)cc1,0%,0%,-19%,-3%,-33%,-10%,-21%,-1%,-3,-3%,-4%
CC(C)c1ccc2oc(=O)cc(CN3CCN(c4ccccc4)CC3)c2c1,1%,-21%,-7%,-1%,17%,12%,-27%,1%,-16,3%,7%

The order is random; 3.2% or so of the library scored in one or more.
